Bioassay records deposited in PubChem by several laboratories.
AID2073: disruptors of CaV2.2 binding to Mint1 – biochemical, HTRF (AID 2073); HTRF protein-protein interaction, Mint1-CaV2.2; higher % means a stronger effect; inhibition, % at 20 µM; hits with a dose series show IC50 in µM; actives 0.19% (n = 290,000); in the data active means inhibition mostly above about 51%, no sharp cut-off; inconclusive means no clear call, values can overlap the other calls; inactive means mostly below about 53%; further: some results filed as inactive read as strong as hits
RSV CPE inhibition: inhibition of RSV-induced cytopathic effect – HEp-2 cells, primary 10 µM value included (AID 2391); HEp-2 cells, RSV-induced CPE inhibition; higher % means a stronger effect; one-dose CPE inhibition, % at 10 µM; IC50 in µM for titrated hits; actives 0.13% (n = 310,000); in the data active means a potency from the dose series; inconclusive means CPE inhibition mostly from about 23% at the one dose, without a potency; inactive means the rest, 99 in 100 with CPE inhibition below about 21%; further: strong numbers were not always called active
Large T inhibition: TAg ATPase/helicase activity blockers – biochemical (AID 1903) | SV40 large T antigen ATPase/helicase inhibition assay; higher % means a stronger effect | one-dose inhibition, % at 20 µM; IC50 in µM for titrated hits | actives 0.39% (n = 310,000); in the data active means a potency from the dose series; inconclusive means inhibition mostly from about 32% at the one dose, without a potency; inactive means the rest, 99 in 100 with inhibition below about 32%; further: strong numbers were not always called active
XIAP displacement: small molecules displacing peptide from XIAP – biochemical, IAP family, fluorescence polarization (AID 1018); XIAP BIR domain, fluorescence polarization peptide displacement; higher % means a stronger effect; displacement, % at 20 µM, or IC50 in µM where a hit was titrated; actives 0.007% (n = 200,000); in the data active means displacement above about 50%; further: a part of the inactive calls stands beside numbers as strong as those of hits
Siah-1 displacement: blockers of Siah-1 interaction with plectin peptide – biochemical, fluorescence polarization, rhodamine-plectin, uHTS, primary screen (AID 1817) | one-dose displacement, % at 20 µM; IC50 in µM for titrated hits | actives 0.02% (n = 290,000) | Siah-1 / rhodamine-plectin peptide fluorescence polarization; higher % means a stronger effect;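 active means displacement of at least 50% at 20 µM, with a fluorescence ratio check between 0.3 and a set limit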;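 further: plate controls were Siah plus tracer with DMSO for no effect and tracer alone without Siah for full effect; strong numbers were not always called active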
LYP phosphatase: inhibitors of LYP phosphatase, biochemical, fluorescence intensity, uHTS (AID 1779); one-dose inhibition, % at 11.5 µM; IC50 in µM for titrated hits; recombinant LYP phosphatase, fluorescence intensity; higher % means a stronger effect; actives 0.054% (n = 290,000); in the data active means inhibition above about 50%;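 further: plate controls were vehicle with enzyme for no effect and no enzyme for full effect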
HIV fusion peptide: cell-free HIV fusion peptide-binding blockers – biochemical, uHTS, fluorescence dequenching, primary screen (AID 1986); cell-free peptide binding, fluorescence dequenching, 30 min; higher % means a stronger effect; one-dose inhibition, % at 20 µM; IC50 in µM for titrated hits; actives 0.3% (n = 290,000); in the data active means inhibition mostly above about 52%, no sharp cut-off; inactive means mostly below about 76%; further: some results filed as inactive read as strong as hits
NS5 inhibitors: Dengue-2 NS5 methyltransferase inhibitors, primary screen, biochemical, confirmation dose response (AID 588689) | Dengue-2 NS5 methyltransferase capping enzyme assay, biochemical; higher % means a stronger effect | one-dose inhibition, % at 25 µM; IC50 in µM for titrated hits | actives 0.3% (n = 340,000); in the data active means a potency from the dose series; inconclusive means inhibition above about 29% without an active follow-up result
MgcRacGAP inhibition: MgcRacGAP GTPase-activating activity inhibitors, confirmation, biochemical, ADP Hunter fluorescence. MgcRacGAP-stimulated Rac1 GTP hydrolysis, ADP Hunter fluorescence; higher % means a stronger effect; GST-tagged Rac1 F28L mutant substrate. inhibition, % at 30 µM, or IC50 in µM where a hit was titrated. AID 624330. actives 0.6% (n = 340,000);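 active means first-screen hits whose inhibition reached a set limit at any dose in the follow-up dose series; inconclusive means inhibition above the set first-screen limit but never retested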;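 further: fluorescence reports GDP produced by GAP-driven GTP hydrolysis; strong numbers were not always called active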
NS5 inhibitors pilot replicate: also measured in NS5 inhibitors; calls as there; inhibition, %; measured here: pilot screen replicate inhibition
Active calls of the source: *; u = inconclusive; x = no result given. Rows were taken by chance; overall some 1.7% were active at least once.

The opening 4 records, ahead of the listing:
SMILES	AID2073	RSV CPE inhibition	Large T inhibition	XIAP displacement	Siah-1 displacement	LYP phosphatase	HIV fusion peptide	NS5 inhibitors	MgcRacGAP inhibition	others
O=C(CCC(=O)Nc1ccc(Br)cc1)N/N=C/c1ccc(O)cc1	-7%	1.6%	31%	x	9%	-2%	1.0%	-2%	23%
Cc1ccc2nc3c(cc(C(=O)NCCN4CCOCC4)c(=N)n3CCCN3CCOCC3)c(=O)n2c1	12%	-0.7%	-1%	x	-8%	-37%	1.6%	-1%	11%
CCOC(=O)N1CCN(C(=O)c2cn(C)c3ccc(S(=O)(=O)N4CCCC4)cc3c2=O)CC1	0%	-0.2%	-7%	-1.1%	3%	-11%	0.5%	-11%	3%	NS5 inhibitors pilot replicate=-3.8
Cc1ccc2c(CN(C)Cc3ccc(Cl)cc3Cl)cc(=O)oc2c1	17%	4.2%	14%	x	6%	0%	1.9%	7%	10%

Main list, from the start:
SMILES	AID2073	RSV CPE inhibition	Large T inhibition	XIAP displacement	Siah-1 displacement	LYP phosphatase	HIV fusion peptide	NS5 inhibitors	MgcRacGAP inhibition	others
O=C(CCC(=O)Nc1ccc(Br)cc1)N/N=C/c1ccc(O)cc1	-7%	1.6%	31%	x	9%	-2%	1.0%	-2%	23%
Cc1ccc2nc3c(cc(C(=O)NCCN4CCOCC4)c(=N)n3CCCN3CCOCC3)c(=O)n2c1	12%	-0.7%	-1%	x	-8%	-37%	1.6%	-1%	11%
CCOC(=O)N1CCN(C(=O)c2cn(C)c3ccc(S(=O)(=O)N4CCCC4)cc3c2=O)CC1	0%	-0.2%	-7%	-1.1%	3%	-11%	0.5%	-11%	3%	NS5 inhibitors pilot replicate=-3.8
Cc1ccc2c(CN(C)Cc3ccc(Cl)cc3Cl)cc(=O)oc2c1	17%	4.2%	14%	x	6%	0%	1.9%	7%	10%
O=C(Nc1ccccc1N1CCCCC1)C1CCN(C(=O)c2ccc(Cl)cc2)CC1	x	u	14%	x	x	x	x	-1%	3%
COc1ccc(C2CCCN2C(=S)Nc2ccc(C)c(C)c2)cc1OC (configuration not stated)	7%	5.7%	8%	-7.3%	30%	-6%	-1.1%	-8%	-9%
Cc1nn(-c2ccc(F)cc2)c(C)c1NS(=O)(=O)c1ccc2ccccc2c1	-4%	1.9%	7%	-5.0%	2%	1%	-1.4%	-1%	3%
c1cnc(-c2noc(CN3CCN(C4CCCC4)CC3)n2)cn1	2%	-3.2%	x	-5.7%	0%	1%	0.7%	-8%	8%
Cc1ccccc1N(CC(=O)N1CCCC1)S(=O)(=O)c1ccc(Cl)cc1	16%	1.9%	16%	x	8%	-7%	1.4%	-2%	5%
Cc1cccc(CS(=O)(=O)Cc2ccc(C(=O)NCc3cccnc3)o2)c1	3%	0.3%	3%	-2.2%	-4%	1%	1.2%	-2%	5%
N#Cc1c[nH]n2c(=O)cc(Cc3ccccc3)nc12	1%	1.7%	13%	1.6%	0%	-3%	1.6%	-4%	6%
COc1cccc(C(=O)NNC(=O)c2ccccc2Br)c1	16%	1.3%	6%	-3.6%	-3%	-4%	-2.6%	1%	0%

Some of these compounds in order of SMILES length, lowest first.
SMILES	AID2073	RSV CPE inhibition	Large T inhibition	XIAP displacement	Siah-1 displacement	LYP phosphatase	HIV fusion peptide	NS5 inhibitors	MgcRacGAP inhibition	others
COc1ccc(C2CCCN2C(=S)Nc2ccc(C)c(C)c2)cc1OC (configuration not stated)	7%	5.7%	8%	-7.3%	30%	-6%	-1.1%	-8%	-9%
O=C(CCC(=O)Nc1ccc(Br)cc1)N/N=C/c1ccc(O)cc1	-7%	1.6%	31%	x	9%	-2%	1.0%	-2%	23%
Cc1ccc2nc3c(cc(C(=O)NCCN4CCOCC4)c(=N)n3CCCN3CCOCC3)c(=O)n2c1	12%	-0.7%	-1%	x	-8%	-37%	1.6%	-1%	11%

The listing picks up, repeating the two entries before the break.
SMILES	AID2073	RSV CPE inhibition	Large T inhibition	XIAP displacement	Siah-1 displacement	LYP phosphatase	HIV fusion peptide	NS5 inhibitors	MgcRacGAP inhibition	others
N#Cc1c[nH]n2c(=O)cc(Cc3ccccc3)nc12	1%	1.7%	13%	1.6%	0%	-3%	1.6%	-4%	6%
COc1cccc(C(=O)NNC(=O)c2ccccc2Br)c1	16%	1.3%	6%	-3.6%	-3%	-4%	-2.6%	1%	0%
Cn1c(=O)c2sc3c(c2n(CC(=O)Nc2ccccc2)c1=O)COC(C)(C)C3	-2%	1.1%	5%	x	5%	-8%	0.6%	1%	9%
Cc1cccc(NC(=O)C2CCN(C(=O)[C@@H]3Cc4ccccc4CN3)CC2)c1	-1%	-0.5%	7%	x	3%	-9%	0.3%	-14%	7%
Cc1csc(NC(=O)C2CC(=O)N(c3ccc(C)c(C)c3)C2)n1 (configuration not stated)	-8%	8.6%	4%	x	-1%	-5%	1.2%	6%	4%
Cc1ccc(Cn2c(SCC(=O)Nc3cccc(C)n3)nc3c2c(=O)n(C)c(=O)n3C)cc1	-2%	x	x	-23%	0%	0%	-1.8%	x	x
O=C(COc1cccc(Cl)c1Cl)Nc1ccc2c(c1)CCC2	3%	-0.8%	1%	-2.2%	0%	-4%	1.8%	-10%	3%
CC(=O)NCCCc1nc2ccccc2n1Cc1ccccc1C	21%	-1.6%	-4%	-3.1%	0%	-4%	0.6%	-1%	4%
CC(NC(=O)c1ccc(CS(=O)(=O)Cc2ccccc2F)o1)c1ccc2c(c1)OCCO2 (configuration not stated)	-2%	0.9%	0%	-3.7%	-1%	-3%	4.1%	-4%	5%
O=C(NCc1ccccc1)c1ccccc1NC(=O)C1CCCCC1	8%	0.1%	20%	x	2%	-8%	-0.1%	1%	5%
Nc1cc(=O)nc(SCc2ccccc2)n1Cc1ccco1	-8%	1.1%	9%	0.3%	2%	-5%	0.0%	2%	-3%
COC(=O)\C(C(C)=O)=C(/C=C/C=C/C=C/N(C)C)N(C)C	19%	-0.2%	27%	-1.6%	1%	-4%	45%	u	14%
O=C(COC(=O)C1CCN(S(=O)(=O)c2cccc3cccnc23)CC1)c1ccccc1	0%	2.9%	3%	-3.0%	7%	0%	-1.7%	-1%	6%
CC1CCCCN1C(=O)CSc1nnc(-c2cccnc2)n1C1CCCCC1 (configuration not stated)	-5%	x	-2%	-12%	-2%	-8%	-2.9%	2%	7%
CCOc1cc(CNc2ncnc3nc[nH]c23)ccc1OC	-2%	1.5%	1%	-6.0%	-2%	-3%	-2.6%	1%	7%
COCc1cc(=O)[nH]c(/N=C(\N)Nc2ccc(Cl)c(Cl)c2)n1	-7%	x	11%	x	-1%	-3%	1.4%	x	x
COc1ccc(/C=C2\Sc3ccc(C(=O)NC4CC4)cc3N(C)C2=O)cc1OC	3%	6.1%	9%	x	0%	9%	2.4%	-3%	10%
COC(=O)Cn1nnc(N2CCOCC2)n1	6%	x	5%	x	16%	-7%	0.7%	x	x
CCN(CC)S(=O)(=O)c1cccc(NC(=O)c2ccc(C#N)cc2)c1	9%	1.3%	-5%	-5.6%	3%	-2%	-1.1%	-4%	5%
O=C(COc1ccc(F)cc1)Nc1cc(S(=O)(=O)N2CCCCC2)ccc1N1CCCCC1	x	0.8%	16%	x	x	x	x	-15%	1%
CS(=O)(=O)Nc1ccc(C(=O)NCCSc2ccc(Cl)cc2)cc1	-2%	11%	24%	x	3%	-1%	0.2%	2%	10%
O=C(COc1ccccc1)OCc1csc(Nc2ccccc2)n1	-8%	1.4%	4%	-4.6%	1%	2%	-1.9%	-1%	7%
CCn1c2ccccc2c2cc(NC(=O)C(C)Oc3ccc(OC)cc3)ccc21 (configuration not stated)	13%	32%	0%	-3.1%	-3%	-2%	0.3%	-5%	4%
COC(=O)c1ccc(CSc2nnnn2Cc2ccccc2)cc1	1%	-0.3%	8%	-2.1%	-1%	-1%	-4.3%	-2%	8%
COCC(=O)Nc1cccc(C(F)(F)F)c1	7%	1.4%	-3%	-1.2%	-3%	-7%	-1.0%	-5%	7%
O=C(c1ccccc1)c1cnc[nH]1	22%	-0.6%	10%	x	7%	0%	-1.3%	-1%	5%
O=C1CC(c2cccs2)CC2=C1C(c1ccccc1)n1ncnc1N2 (configuration not stated)	3%	1.0%	8%	-3.7%	-5%	0%	1.2%	x	-1%
O=C(c1cccc(S(=O)(=O)N2CCCCC2)c1)N1CCN(c2ccccc2)CC1	36%	0.9%	16%	x	0%	-9%	-2.0%	0%	9%
COC(=O)C1C(=O)C2=C(CC1C)Nc1ccccc1NC2c1ccc(C)s1 (configuration not stated)	0%	-0.9%	23%	-1.7%	7%	-7%	0.8%	-5%	6%
Cc1ccc(C(=O)NC(C)c2ccccc2)cc1S(=O)(=O)N1CCOCC1 (configuration not stated)	0%	0.0%	10%	x	11%	-8%	-0.1%	5%	3%
CN1CCN(c2ccc([N+](=O)[O-])cc2C(=O)N2CCOCC2)CC1	9%	5.2%	11%	-3.8%	-1%	-7%	2.5%	-2%	7%
Cc1ccccc1NC(=O)CN1C(=S)NC(C)(C)CC1C (configuration not stated)	-6%	1.0%	16%	-3.1%	6%	-8%	2.1%	5%	-10%
CC(=O)Nc1cccc(N(C)S(C)(=O)=O)c1	4%	0.7%	-1%	-8.1%	-2%	1%	1.1%	1%	13%
Cc1cccc(-c2nnc(NC(=O)c3ccco3)s2)c1	13%	5.7%	9%	x	5%	1%	4.6%	-6%	8%
COc1ccc(NC(=O)CCN2C(=O)c3ccccc3C2=O)c(OC)c1	6%	0.8%	8%	x	27%	-6%	-0.7%	-1%	6%
COc1ccc(C(=O)NC(=S)N2CCOCC2)cc1OC	-25%	2.3%	2%	-4.3%	-6%	0%	1.5%	-9%	-2%
COc1ccc(/C=N/NC(=O)CCn2cnc(-c3ccccc3)c2-c2ccccc2)cc1	-3%	14%	19%	-9.4%	4%	11%	-0.7%	-5%	6%
COc1ccccc1NC(=S)NC(NC(C)=O)C(Cl)(Cl)Cl (configuration not stated)	-38%	1.1%	13%	x	-1%	2%	-0.8%	2%	2%
Cn1ncc(Cl)c1C(=O)N1CCN(C(=O)c2ccco2)CC1	-5%	x	3%	x	-2%	0%	-0.2%	-4%	0%
COc1ccc(OC)c2c1sc(=NC(=O)C(C)C)n2C	4%	6.0%	6%	-5.5%	-2%	-9%	16%	-2%	10%
COc1ccccc1NC(=O)/C(=N/OCc1ccc(C#N)cc1)C(C)=O	-5%	2.2%	17%	-7.1%	3%	-4%	-0.4%	x	x
Cc1nnc(SCC(=O)NCC2CCCCC2)n(N)c1=O	22%	x	2%	-6.3%	-4%	4%	3.2%	-12%	7%
COc1ccccc1CN(Cc1cc2cc3c(cc2[nH]c1=O)OCCO3)Cc1nnnn1Cc1ccco1	21%	-0.9%	53%	0.7%	-2%	4%	49%	-7%	19%
S=c1nc(-c2cc(Cl)ccc2Cl)[nH][nH]1	16%	4.2%	18%	-5.9%	2%	-3%	3.4%	2%	29%
Cc1nn(CCC(=O)O)c(C)c1C	0%	1.0%	-3%	-1.0%	1%	1%	0.4%	-7%	7%
